# APJ antagonist: antagonists of human APJ apelin receptor; CHO-K1 APJ beta-arrestin complementation, luminescence; P35414; inhibition, % at 20 µM; AID 2521; 330,000 tested, 0.32% active;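 active = inhibition above about 40% at 20 µM, limit read from the data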;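 also: cells challenged with 10 nM apelin-13 agonist together with compound; plate controls were apelin-13 plus DMSO wells for no effect and DMSO wells lacking apelin-13 for full effect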
# EBI2 antag: blocks human EBI2 receptor beta-arrestin signaling; P32249; EBI2 beta-arrestin recruitment, luminescence, 7a,25-OHC stimulated; inhibition, % at 5 µM; 360,000 tested, 0.81% active; AID 651636; in the data active = inhibition above about 38%;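 also: enzyme fragment complementation signal reports receptor beta-arrestin coupling in cells; 0% = agonist plus DMSO wells and 100% = wells without agonist; some results beyond the cut were filed as inactive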
# CXCR6 block: CXCR6 (human) receptor inhibition; O00574; CHO-K1 PathHunter CXCR6 beta-arrestin, luminescence; inhibition, % at 20 µM; 360,000 tested, 0.36% active; in the data active = inhibition above about 34%, passing the limit was not always enough;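 also: antagonist mode with CXCL16 agonist at 10 nM final; 0% = 10 nM CXCL16 with DMSO and 100% = unstimulated wells without agonist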
# Target sequence (O00574 whole entry, looked up): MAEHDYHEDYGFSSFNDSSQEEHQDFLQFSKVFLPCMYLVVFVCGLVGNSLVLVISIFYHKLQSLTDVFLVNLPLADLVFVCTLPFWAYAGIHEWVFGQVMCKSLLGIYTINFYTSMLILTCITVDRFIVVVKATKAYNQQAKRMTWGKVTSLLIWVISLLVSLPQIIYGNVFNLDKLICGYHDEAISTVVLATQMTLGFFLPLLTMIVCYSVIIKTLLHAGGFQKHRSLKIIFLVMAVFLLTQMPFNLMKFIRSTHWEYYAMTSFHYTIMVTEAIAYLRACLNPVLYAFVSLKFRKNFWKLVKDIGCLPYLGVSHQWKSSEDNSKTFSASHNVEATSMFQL
# Jurkat NFkB inh: lowers PMA/ionomycin-induced NF-kB signal in Jurkat cells; PMA/ionomycin-induced NF-kB luciferase reporter, luminescence; inhibition, % at 4 µM; 330,000 tested, 0.53% active; in the data active = inhibition above about 50%
# CCR6 antagonist: blocks CCL20-driven beta-arrestin recruitment at human CCR6. P51684. CHO-K1 CCR6 PathHunter beta-arrestin, luminescence, CCL20-stimulated. inhibition, % at 20 µM. 340,000 tested, 0.49% active;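 active = compounds whose inhibition of the agonist-driven luminescence signal at 20 µM reaches about 50%, limit read from the data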;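 also: cells stimulated with CCL20 at 14 nM final; plate controls were DMSO with CCL20 for no effect and DMSO without agonist for full effect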
# Target sequence (P51684 whole entry, looked up): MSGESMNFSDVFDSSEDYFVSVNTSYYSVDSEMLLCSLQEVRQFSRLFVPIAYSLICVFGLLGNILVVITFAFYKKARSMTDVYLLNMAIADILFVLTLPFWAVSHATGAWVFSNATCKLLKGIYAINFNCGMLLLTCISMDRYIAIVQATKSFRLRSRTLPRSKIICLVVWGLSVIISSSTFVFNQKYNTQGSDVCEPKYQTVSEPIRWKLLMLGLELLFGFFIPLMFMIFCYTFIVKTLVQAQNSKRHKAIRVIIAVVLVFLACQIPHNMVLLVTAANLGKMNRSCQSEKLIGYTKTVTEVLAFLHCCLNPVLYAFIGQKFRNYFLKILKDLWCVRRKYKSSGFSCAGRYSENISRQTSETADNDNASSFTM
# Gli-Sufu block: blocks Gli-Sufu signaling in a luciferase reporter | Sufu-KO-LIGHT fibroblasts, Gli luciferase reporter luminescence | inhibition, % at 5 µM | 340,000 tested, 0.74% active | AID 588413;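 active = inhibition above about 55%, limit read from the data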;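 also: 0% = DMSO-treated cells and 100% = wells with medium but no cells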
# 697 NFkB inh: lowers PMA/ionomycin-induced NF-kB signal in 697 B cells | 697 B-cell NF-kB luciferase reporter, 16 h | inhibition, % at 4 µM | 330,000 tested, 0.33% active; in the data active = inhibition above about 35%
# UBC13 inh: human UBC13 polyubiquitination inhibition. P61088. UBC13 polyubiquitin chain formation, TR-FRET. inhibition, % at 20 µM. 330,000 tested, 0.47% active. AID 485273; in the data active = inhibition above about 45%, passing the limit was not always enough
# Target sequence (P61088 whole entry, looked up): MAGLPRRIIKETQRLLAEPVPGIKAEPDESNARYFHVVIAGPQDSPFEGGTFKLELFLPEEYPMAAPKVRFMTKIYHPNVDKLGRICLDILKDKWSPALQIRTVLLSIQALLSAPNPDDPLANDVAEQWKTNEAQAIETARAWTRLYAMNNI
# An asterisk follows results filed as active; x = not tested or not shown.
SMILES,APJ antagonist,EBI2 antag,CXCR6 block,Jurkat NFkB inh,CCR6 antagonist,Gli-Sufu block,697 NFkB inh,UBC13 inh
S=C(NCc1cccnc1)Nc1ccc(Cl)cc1Cl,24.0,-2.5,7.7,-7.4,12.5,3.1,15.4,-4.6
O=C(c1ccc(N2CCN(C(=O)c3cccc(F)c3)CC2)cc1)c1cccc(F)c1,-8.7,3.4,-20.1,10.1,8.2,12.6,-2.9,15.1
COc1cccc(N=Cc2c(O)c3ccccc3oc2=O)c1,7.8,4.9,1.4,12.4,14.9,-1.3,11.0,-9.5
CC(C)CCNS(=O)(=O)c1ccc(-c2ccc(S(=O)(=O)NCCC(C)C)cc2)cc1,12.9,-22.6,4.8,11.9,-6.6,4.1,-9.9,-1.5
O=C(CCc1ccc(S(=O)(=O)N2CCOCC2)cc1)Nc1nc(COc2ccccc2)cs1,-2.1,14.2,-3.2,17.9,-0.1,18.0,-3.7,-3.0
Cc1[nH]c2ccccc2c1SCC(=O)N1CCOCC1,-3.4,5.0,-0.6,0.5,3.1,-3.9,0.5,2.5
O=C(Oc1c(Cl)cc(Cl)c2cccnc12)c1cccc([N+](=O)[O-])c1,17.6,11.4,37.5,2.9,68.4*,3.8,-8.7,-9.9
COc1ccc(C(C(=O)NC2CCCC2)N(C(=O)c2ccco2)c2cc3c(cc2C(C)=O)OCO3)cc1 (stereo unspecified),20.4,-6.8,1.7,-14.3,11.4,6.7,-14.5,-6.0
CCOc1cc(/C=N/NC(=O)CN2CCOCC2)ccc1OCc1ccccc1,-3.4,2.5,-0.6,-7.1,11.0,-5.7,-19.5,-2.7
COc1ccc(-n2nc(C(=O)NCC(=O)N3CCN(C)CC3)c3ccccc3c2=O)cc1OC,-16.0,-2.1,-3.1,-8.1,-5.9,-2.8,-38.8,-9.0
CC(C)(C)C1CCC(=O)N(CCC#N)CC1 (stereo unspecified),-82.9,-0.8,-11.4,10.0,6.6,-3.5,2.1,-10.5
CCOC(=O)C1=C(c2ccccc2)OC(N)=C(C#N)C1c1ccc(Cl)s1 (stereo unspecified),15.2,7.3,4.2,4.9,23.8,0.8,-14.6,-2.0
Cc1c(C)n(CC(O)CN2CCN(C)CC2)c2ccccc12 (stereo unspecified),-1.8,-7.8,7.4,6.5,-6.7,3.9,13.0,2.8
Cc1ccc(C(=O)NCCCNC(=O)c2ccccn2)cc1,-10.6,-4.0,9.3,10.3,5.2,-19.6,17.9,6.4
COc1cc(/C=N/NC(=O)c2ccoc2C)ccc1O,-8.2,-7.2,-13.2,-26.8,-14.3,-26.7,-12.3,-4.3
COc1ccc(C)cc1S(=O)(=O)N(CC(N)=O)Cc1ccccc1,1.2,-14.5,-4.9,-2.3,9.1,5.5,-21.6,-0.6
NC(N)=Nc1nc(-c2ccccc2)c2ccccc2n1,-9.0,0.1,0.8,39.3,3.0,-4.7,-7.6,32.0
CCS(=O)(=O)n1nc(-c2ccco2)nc1N,-4.1,0.1,-11.2,15.8,-2.6,-8.8,-9.3,-7.0
CN(CC(=O)NC1CC1)S(=O)(=O)c1cc(Cl)ccc1Cl,17.1,4.2,6.5,-6.2,1.4,3.7,-1.5,-10.4
CC(C)(C)C1CCc2onc(C(=O)NCc3ccc(F)cc3)c2C1 (stereo unspecified),11.9,20.9,9.1,-0.9,-3.7,-43.4,15.2,-2.9
CC(C)NC(=O)c1ccccc1NC(=O)CS(=O)(=O)Cc1ccccc1,2.6,-12.5,-0.5,-1.6,-0.5,7.1,2.6,-10.9
COc1ccc2nc(SCC(=O)N3CCNC3=O)[nH]c2c1,5.2,-12.2,-1.1,-52.7,-1.6,-71.8,-57.0,6.5
CCOP(C)(=O)C1(C(=O)OCc2ccccc2)CC1 (stereo unspecified),2.5,-2.5,-1.6,1.4,4.0,0.5,0.9,-3.1
Cc1cccc(NC(=O)c2ccc(COc3cccc4ccccc34)o2)n1,-21.8,-4.5,3.8,-3.7,9.6,10.4,-20.3,-3.5
CSc1ccc(/C=C(\C#N)C(=O)Nc2cccc(C)c2)cc1,-41.9,35.4,-6.8,-3.6,0.4,-0.4,-31.3,-15.9
CC(=O)N1N=C(c2ccco2)CC1c1cc2ccc(C)cc2nc1Cl (stereo unspecified),-1.2,2.1,4.3,13.6,5.4,2.0,-20.0,-11.9
CCCCNS(=O)(=O)CCNCCc1ccccc1,x,7.6,8.0,x,0.8,4.4,-1.9,x
COc1ccc(/C=N/N2CCN(c3ccc(Cl)cc3)CC2)cc1O,11.8,10.1,2.5,19.1,2.1,19.7,-4.5,9.6
Cc1ccc(C(=O)NNC(=O)Cn2ccc(C(F)(F)F)n2)o1,9.4,-9.0,3.4,8.0,4.7,-5.6,19.0,-5.6
COc1cc(/C=N/Nc2cc(C)nc(NS(=O)(=O)c3ccccc3)n2)ccc1O,-9.5,-8.6,-5.5,2.9,16.6,2.0,0.7,0.7
O=C(Cc1ccccc1)c1ccc(O)cc1,x,11.5,-0.2,x,8.8,-2.0,x,x
CS(=O)(=O)c1cccc(S(=O)(=O)N2CCCCCC2)c1,-10.9,-8.6,-21.2,17.1,-3.8,5.7,12.6,12.0
CCOC(=O)C(NCc1ccccc1OC)(NC(C)=O)C(F)(F)F (stereo unspecified),-15.6,-8.7,2.1,-2.0,-4.8,1.7,-13.9,-3.9
O=C(c1ccco1)c1cn[nH]c1-c1ccc(Cl)cc1O,-8.1,-10.5,4.3,-6.4,-5.3,-2.1,3.2,0.0
C=CCNC(=O)c1ccc(CN(c2ccc(OCC)cc2)S(=O)(=O)c2ccc(C)cc2)cc1,1.9,19.7,5.5,18.2,9.1,11.8,1.2,1.2
CNC(=S)NCC(O)c1ccc([N+](=O)[O-])cc1 (stereo unspecified),-4.1,4.5,0.0,-2.9,7.1,-9.2,22.2,5.8
O=C(CN1C(=O)NC2(CCCCCCC2)C1=O)NCc1ccc(F)cc1,16.3,8.6,5.6,8.3,2.6,-5.6,1.6,15.6
CCN1CCCC1CNC(=O)C(NC(=O)C1CCC(C)CC1)C(C)C (stereo unspecified),14.8,-0.7,7.4,10.9,0.2,16.2,16.8,1.4
COc1ccc(OCC#CCn2ccnc2)cc1,3.1,-14.2,1.6,-11.4,2.8,-19.5,-2.0,-0.5
COc1ccc(CNC(=O)COC(=O)CCN2C(=O)C3CC=CCC3C2=O)cc1OC (stereo unspecified),-38.7,-8.8,-0.2,-9.8,-2.0,-3.2,16.2,-8.0

# Pulled one by one from the list above, two records:
SMILES,APJ antagonist,EBI2 antag,CXCR6 block,Jurkat NFkB inh,CCR6 antagonist,Gli-Sufu block,697 NFkB inh,UBC13 inh
CC(C)(C)C1CCC(=O)N(CCC#N)CC1 (stereo unspecified),-82.9,-0.8,-11.4,10.0,6.6,-3.5,2.1,-10.5
Cc1cccc(NC(=O)c2ccc(COc3cccc4ccccc34)o2)n1,-21.8,-4.5,3.8,-3.7,9.6,10.4,-20.3,-3.5

# New compounds follow.
SMILES,APJ antagonist,EBI2 antag,CXCR6 block,Jurkat NFkB inh,CCR6 antagonist,Gli-Sufu block,697 NFkB inh,UBC13 inh
CCN(C(=O)CSc1ccc2c(c1)OCCO2)C1CCS(=O)(=O)C1 (stereo unspecified),7.0,-4.5,3.0,-3.6,-1.1,0.1,-4.0,-1.1
O=C(CNC(=O)Cn1ccc2ccccc2c1=O)NCCCN1CCN(c2cccc(Cl)c2)CC1,-1.1,-6.5,-6.6,12.0,10.7,12.3,16.9,15.2
CC(Sc1ncnc2sccc12)C(=O)Nc1ccc(C(N)=O)cc1 (stereo unspecified),12.2,2.8,-4.4,19.6,6.5,-1.3,4.5,12.6
O=C(Cn1ncc2c(=O)oc3ccccc3c21)NCCCN1CCCC1=O,15.2,-8.4,-5.3,16.0,5.9,0.3,6.2,3.4
CC(C)(C)N(Cc1ccccc1)C(=O)COC(=O)CNC(=O)c1ccco1,4.1,-11.4,0.7,-1.2,-10.3,16.7,3.5,-2.9
COCCCN1CC(=O)N2C(c3ccc(OC)c(OC)c3)c3[nH]c4ccccc4c3C[C@H]2C1=O (stereo partly specified),-16.3,-9.8,-0.4,-9.6,11.8,23.6,8.0,2.7
Cc1cn(S(=O)(=O)c2ccc(Cl)cc2)c(C)n1,-18.0,-0.7,0.1,11.0,-5.2,2.1,14.4,6.3
CCOC(=O)COc1ccc(S(=O)(=O)N2CCN(c3ccc(OC)cc3)CC2)cc1,-0.4,-10.0,-9.5,-12.7,4.3,1.4,10.3,6.0
COc1ccc(OC)c(-c2nnc3n2N=C(c2ccc(OC(F)F)c(OCC4CC4)c2)CS3)c1,-0.8,29.8,9.9,47.2,10.6,5.9,-35.9,19.6
Cc1cccc(NC(=S)NCc2ccc(F)cc2)c1C,9.0,-16.7,1.4,1.6,9.3,24.7,3.5,2.8
O=C(CC1(O)C(=O)N(Cc2ccccc2Cl)c2ccccc21)c1ccco1 (stereo unspecified),1.9,-21.3,1.1,8.6,17.8,0.9,-13.9,6.4
O=C(NCc1ccc(F)cc1)C1CCC(CNc2c(N3CCCCC3)c(=O)c2=O)CC1 (stereo unspecified),-13.5,-2.1,1.5,-0.3,4.9,0.5,7.6,-11.7
COc1ccc(/C=C/C(=O)NCC(=O)N=Nc2c(O)[nH]c3ccc([N+](=O)[O-])cc23)cc1,18.1,5.2,16.5,6.9,36.2,7.9,10.3,-18.3
CN=C1S/C(=C\c2cc(C)n(-c3ccccc3F)c2C)C(=O)N1C,-10.9,24.0,1.3,-114.3,7.7,45.3,-194.9,-13.8
COc1ccc(C2CN=NC2C(=O)c2ccccc2)cc1 (stereo unspecified),x,7.5,6.8,x,6.8,-22.2,x,x
C#CCNC(=O)C1=C[C@@H](c2ccc(C(F)(F)F)cc2)C[C@@H](OCCCCO)O1,-69.8,-2.9,2.9,4.1,-7.9,-25.6,4.9,-9.2
COc1ccc2[nH]c(=O)c(CN(Cc3cccs3)Cc3nnnn3C(C)(C)C)cc2c1,5.0,9.1,1.7,-27.2,16.9,4.1,-35.5,-1.3
COc1ccc(CNn2cnnc2)c(O)c1,10.4,-3.8,-4.1,7.0,7.0,4.0,-9.5,0.4
CCC1(CC)Cc2ccccc2-c2nc(NN)[nH]c(=O)c21,13.9,2.9,29.2,7.9,50.2*,-2.0,16.2,2.0
O=C(CSc1nnc(-c2cccnc2)n1Cc1ccco1)NCc1ccc2c(c1)OCO2,8.3,-3.4,6.2,-3.2,-2.2,0.3,19.5,7.0

# Single records, as listed above.
# Profile of `C#CCNC(=O)C1=C[C@@H](c2ccc(C(F)(F)F)cc2)C[C@@H](OCCCCO)O1` : APJ antagonist: -69.8; EBI2 antag: -2.9; CXCR6 block: 2.9; Jurkat NFkB inh: 4.1; CCR6 antagonist: -7.9; Gli-Sufu block: -25.6; 697 NFkB inh: 4.9; UBC13 inh: -9.2
# Profile of `Cc1cccc(NC(=S)NCc2ccc(F)cc2)c1C` : APJ antagonist: 9.0; EBI2 antag: -16.7; CXCR6 block: 1.4; Jurkat NFkB inh: 1.6; CCR6 antagonist: 9.3; Gli-Sufu block: 24.7; 697 NFkB inh: 3.5; UBC13 inh: 2.8

# (more compounds)
SMILES,APJ antagonist,EBI2 antag,CXCR6 block,Jurkat NFkB inh,CCR6 antagonist,Gli-Sufu block,697 NFkB inh,UBC13 inh
O=C(/C=C/c1ccccc1)Oc1coc(CSc2ncccn2)cc1=O,25.1,-7.5,-3.1,14.6,6.1,-23.1,9.6,-4.6
O=C(Nc1ccc(N2CCOCC2)cc1)NC1CCCCC1,26.0,-1.2,-7.7,-25.6,10.0,-23.8,-45.3,-6.1
CN1CCN(C(=O)c2cc(-c3cccc(Cl)c3)on2)CC1,14.8,15.9,1.2,-25.8,-0.3,-16.8,4.1,6.8
Cc1cc(C)n2nc(SCC(=O)NCc3ccco3)nc2n1,-0.5,-10.3,-8.5,5.5,-1.8,-3.8,14.1,4.8
Cc1snnc1C(=O)NC(=S)Nc1ccccc1,30.4,-4.0,12.1,3.4,37.0,-5.4,10.0,-5.9
CC1(C)CC(=O)C=C(NCCN2CCN(C(=S)Nc3ccc(F)cc3)CC2)C1,-0.8,-11.1,-2.8,-2.6,16.9,7.0,13.2,5.6
CCOC(=O)c1sc2nc3c(cc2c1N)C(=O)CC(C)(C)C3,16.2,3.1,0.9,-40.7,8.0,-0.7,-16.4,-10.9
CCOC(=O)C1(C(F)(F)F)N=C(C(F)(F)F)Nc2ccccc21 (stereo unspecified),2.9,-4.1,5.7,17.8,-5.8,-5.3,-1.7,4.7

# High-throughput results from PubChem BioAssay.
